N370S GC mod = qHTS Assay for Inhibitors and Activators of N370S glucocerebrosidase as a Potential Chaperone Treatment of Gaucher Disease | Lysosomal acid glucosylceramidase (Homo sapiens), P04062 | N370S GC spleen homogenate, 4MU-glucoside fluorescence | Potency, µM (top dose mostly 59.4 µM), for inactives: top-dose activity change, negative = inhibition, hits mostly inhibitors | 330,000 compounds, 0.092% hits;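 note: 0% = full enzyme activity and -100% = no enzyme basal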
GCN5L2 inh = qHTS Assay for Inhibitors of GCN5L2. Histone acetyltransferase KAT2A (Homo sapiens), Q92830. GCN5L2 HAT assay, ThioGlo1 CoA-SH fluorescence. Potency, µM (titrated, usually from 58.9 µM), for the others: top-dose activity change, negative = inhibition, actives largely listed as inhibitors. 390,000 compounds, 0.21% hits. AID 504327, 2011
Target sequence (Q92830 whole entry, looked up): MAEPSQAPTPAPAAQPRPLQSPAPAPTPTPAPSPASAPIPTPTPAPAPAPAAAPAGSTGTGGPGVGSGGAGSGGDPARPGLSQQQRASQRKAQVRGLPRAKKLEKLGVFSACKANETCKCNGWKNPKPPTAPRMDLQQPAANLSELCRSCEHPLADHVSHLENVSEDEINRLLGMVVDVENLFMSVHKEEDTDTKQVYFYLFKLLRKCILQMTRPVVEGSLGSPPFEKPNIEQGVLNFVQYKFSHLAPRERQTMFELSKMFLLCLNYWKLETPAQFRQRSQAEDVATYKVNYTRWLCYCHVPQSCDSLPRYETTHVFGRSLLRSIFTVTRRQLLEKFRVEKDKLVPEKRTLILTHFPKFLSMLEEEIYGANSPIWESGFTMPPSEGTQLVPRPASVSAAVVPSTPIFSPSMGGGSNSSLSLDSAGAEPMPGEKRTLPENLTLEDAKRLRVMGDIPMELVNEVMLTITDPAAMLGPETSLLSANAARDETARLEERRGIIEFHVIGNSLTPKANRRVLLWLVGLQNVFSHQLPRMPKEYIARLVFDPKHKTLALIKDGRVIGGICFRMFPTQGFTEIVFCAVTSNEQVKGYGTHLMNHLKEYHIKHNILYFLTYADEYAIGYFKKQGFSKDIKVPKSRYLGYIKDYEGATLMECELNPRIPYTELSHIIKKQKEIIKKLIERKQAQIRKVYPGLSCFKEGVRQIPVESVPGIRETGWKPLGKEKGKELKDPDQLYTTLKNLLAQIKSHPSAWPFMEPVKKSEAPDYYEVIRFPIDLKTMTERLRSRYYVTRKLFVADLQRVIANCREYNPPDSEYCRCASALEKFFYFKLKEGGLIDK
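Fluorescence readout, Ex340nm/Em540nm: ThioGlo1 (50uM final) reacts with free CoA thiol released as 20nM GCN5L2 acetylates H3(1-25) peptide (75uM) using acetyl-CoA (70uM). Compound and enzyme sat 15 min beforehand; 20 min room-temperature reaction.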
FEN1 inhibitor = qHTS Assay for the Inhibitors of Human Flap endonuclease 1 (FEN1); P39748; Recombinant FEN1 flap cleavage, fluorescence, 15 min; Potency, µM (top dose mostly 114 µM), for the others: top-dose activity change, negative = inhibition, actives largely listed as inhibitors; 390,000 compounds, 0.35% hits; AID 588795, 2011; note: nearly all actives have a fitted effect of over 65% in size
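Concentration–response screening of FEN1 (10 nM): 15 min compound preincubation at room temperature, reaction started with 50 nM substrate and read at 0 and 15 min. Corrected, normalized data were fitted by a four-parameter Hill equation.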
The depositor's hits bear a star; ? = inconclusive; · = not tested or not shown; & = joins results of further samples; [ ] = another dose, or the depositor's remark. Calls come from the whole dose curve; as a rule, active = well fitted curve in the direction sought with a large enough effect; inconclusive = small, poorly fitted or top-dose-only effect, or another doubt; inactive = no such curve, though single readings can be large; an effect the other way counts as inactive or inconclusive. Unless noted, % is set by controls: 0 for no effect and ±100 for the full control effect; potency is the fitted concentration of half-maximal effect. The order is random. About 0.54% of those tested had a hit in this group.

SMILES | N370S GC mod | GCN5L2 inh | FEN1 inhibitor
Cc1cc(NS(=O)(=O)c2ccc(NC(=O)CSc3nc4ncc(Br)cc4[nH]3)cc2)nc(C)n1 | -3.3% | -5.0% | -4.5%
COc1ccccc1NC1=NC(C)(C)N=C(N)N1 | 4.9% | -2.7% | -11.2%
O=C(c1ccc(Cl)cc1)C1CCN(Cc2ccccc2)CC1 | -8.1% | -20.7% | 11.3%
CC1CCN(C(=S)Nc2ccc(F)cc2)CC1 | 4.1% | -4.5% | 1.7%
Cc1ccc([N+](=O)[O-])cc1N=Nc1c(-c2ccc([N+](=O)[O-])cc2)[nH]n(C(N)=S)c1=O | 25.6% | 0.7% | ?
CCOC(=O)C1(CC2CCCCO2)CCN(Cc2nccn2-c2cccc(C)c2)CC1 (stereo not drawn) | -13.8% | -2.9% | -17.8%
CCOC(=O)Nc1ccc2nc3n(c(=O)c2c1)CCCCC3 | 10.7% | -7.0% | 4.9%
CCCCOc1ccccc1C1NC(=O)NC(C)=C1C(=O)OCCOCC (stereo not drawn) | 29.9% | -4.4% | -5.7%
COCCCNS(=O)(=O)c1ccc2c(c1)CCN2C(C)=O | -1.1% | · | 0.2%
COc1ccc(NC(=O)N2CCCC2C(=O)Nc2ccc(C)c(Cl)c2)cc1 (stereo not drawn) | -6.2%[2.35 µM] | 0.0% | -11.4%
CCOC(=O)C1(Cc2ccccc2)CCCN(C2CCN(C(C)=O)CC2)C1 (stereo not drawn) | -3.0% | -14.2% | -8.4%
COCCNC(=S)c1ccc(OC)cc1 | -14.9% | -6.3% | -3.4%
Nc1c(C(=O)Nc2ccc(Cl)c(Cl)c2)sc2nc(-c3cccnc3)ccc12 | 17.6% | 0.6% | ·
COc1ccccc1-c1cncnc1NCc1ccccc1 | 1.0% | -13.1% | ·
CCOC(=O)c1c(N/N=C/c2ccncc2)n[nH]c1C | 2.1% | -2.4% | -5.1%
COc1ccc(CNC(=O)c2cc3cc(S(=O)(=O)N4CCCCC4)ccc3n2C)c(OC)c1 | · | -10.4% | 0.9%
COCCNC(=S)N(CCc1c(C)[nH]c2ccccc12)Cc1ccco1 | 5.1% | 3.1% | -17.6%
COc1ccc(O)c(-c2cc(-c3ccc(F)cc3)n[nH]2)c1 | -2.8% | -1.0% | -6.5%
O=C(NNC1=Nc2cccc3cccc1c23)c1ccccc1Br | 5.0% | 0.2% | -13.4%
CCOc1ccc(N(CC(=O)NC2CCC(C)CC2)S(=O)(=O)c2c(C)noc2C)cc1 (stereo not drawn) | 3.1% | 0.6% | -2.0%
CC(C)c1ccc(S(=O)(=O)N2CCN(C(=O)CN3C(=O)NC4(CCCCC4)C3=O)CC2)cc1 | 0.3% | -3.0% | 0.1%
CC(C)(C)NC(=O)c1ccc(COCC(F)(F)F)o1 | 8.4% | · | -14.2%
O=S1(=O)CC/C(=N/Nc2ccccn2)c2cc(F)ccc21 | -6.2% | -11.6% | 15.8%
COc1ccc(-c2c(C)c3ccc(O)c(CN4CCCC4)c3oc2=O)cc1OC | · | ? | -2.4%
COCCC(=O)N1CCCC(CCC(=O)NCc2ccc(F)c(F)c2)C1 (stereo not drawn) | -18.0% | -5.6% | 15.9%

7 structures out of the list, arranged by number of heavy atoms, rising.
SMILES | N370S GC mod | GCN5L2 inh | FEN1 inhibitor
COCCNC(=S)c1ccc(OC)cc1 | -14.9% | -6.3% | -3.4%
COc1ccccc1NC1=NC(C)(C)N=C(N)N1 | 4.9% | -2.7% | -11.2%
COCCC(=O)N1CCCC(CCC(=O)NCc2ccc(F)c(F)c2)C1 (stereo not drawn) | -18.0% | -5.6% | 15.9%
CCCCOc1ccccc1C1NC(=O)NC(C)=C1C(=O)OCCOCC (stereo not drawn) | 29.9% | -4.4% | -5.7%
COc1ccc(-c2c(C)c3ccc(O)c(CN4CCCC4)c3oc2=O)cc1OC | · | ? | -2.4%
Cc1ccc([N+](=O)[O-])cc1N=Nc1c(-c2ccc([N+](=O)[O-])cc2)[nH]n(C(N)=S)c1=O | 25.6% | 0.7% | ?
CCOc1ccc(N(CC(=O)NC2CCC(C)CC2)S(=O)(=O)c2c(C)noc2C)cc1 (stereo not drawn) | 3.1% | 0.6% | -2.0%

Continued.
SMILES | N370S GC mod | GCN5L2 inh | FEN1 inhibitor
COC(=O)C1C(c2ccccc2)C(C(=O)N2CCOCC2)C1c1ccccc1 (stereo not drawn) | 5.1% | 0.0% | -1.2%
COc1ccc(NC(=O)CSc2nccn2Cc2ccccc2)cc1 | 28.8% | -14.4% | 5.0%
Nc1nnnn1/N=C/c1cccc(O)c1 | -1.2% | 2.1% | -1.1%
Cc1ccc(Cn2nnc3c(=O)n(Cc4cc(C)ccc4C)cnc32)cc1 | 0.0% | -0.7% | -16.9%
CCOC(=O)c1ccccc1NC(=O)CSc1ccc(-c2sc(-c3ccccc3)nc2C)nn1 | · | -2.4% | -11.3%
C=CCN(Cc1nc(-c2cc(OC)ccc2OC)oc1C)C1CCS(=O)(=O)C1 (stereo not drawn) | -2.5% | -2.3% | -0.5%
O=C(Nc1nncs1)Oc1ccccc1 | 6.8% | -10.2% | 9.9%
Cc1ccc(N2C(=O)/C(=C\c3ccc(C(C)C)cc3)N=C2SC2CCOC2=O)cc1 (stereo not drawn) | 21.1% | 2.5% | 0.0%
O=C(CCN1C(=O)C2C3C=CC(C3)C2C1=O)N1CCN(c2ccccn2)CC1 (stereo not drawn) | 0.3% | -2.0% | -0.4%
CC(C)(C)C1CCc2c(sc(NC(=O)c3cccs3)c2C(=O)N2CCCCC2)C1 (stereo not drawn) | 9.0% | -11.4% | -2.8%
CCCCC[C@@H]1C=C(C(=O)O)[C@H](c2ccc3c(c2)OCO3)N1S(=O)(=O)c1ccc(C)cc1 | · | -9.1% | -11.4%
N#CCCn1cc(C(=O)O)c(-c2cc3ccccc3o2)n1 | 8.3% | 1.0% | -3.8%
O=C(NCCc1ccc(Cl)cc1)C1CCCN(c2ncnc3c2nc2n3CCCCC2)C1 (stereo not drawn) | 16.7% | -12.4% | -0.2%
Cn1c(N)c(C(=O)COC(=O)/C=C/c2cccc(F)c2)c(=O)n(C)c1=O | · | -3.0% | 1.4%
Cc1ccc(C(=O)Cn2c(C)cc(C)c(C#N)c2=O)cc1 | 6.8% | 0.9% | 0.3%
COC(=O)c1ccc(CSC2=NC[C@@H]3[C@@H]4C(=O)N(Cc5ccccc5)C(=O)[C@@H]4[C@](Cc4ccccc4)(C(=O)OC)N23)cc1 | · | -8.9% | -12.9%
COC(=O)C1CCN(Cc2cc(=O)oc3cc(OC)ccc23)CC1 | 5.8% | -17.1% | -11.0%
CCn1cc(C(=O)N2CCN(c3cccc(Cl)c3)CC2)c2cc(OC)c(OC)cc2c1=O | 5.0% | -0.2%&-9.2% | -3.6%&-4.7%
O=C(CNS(=O)(=O)c1ccccc1F)Nc1ccc(N2CCOCC2)cc1 | 6.0% | 1.1% | 9.8%
Cc1cc(C)c(NC(=O)CCn2nnc3ccccc32)c(C)c1 | -3.0% | -1.7% | -2.8%
Cc1ccc(N2CC(C(=O)OCC(=O)Nc3ccccc3F)CC2=O)cc1 (stereo not drawn) | 5.6% | -5.3% | 17.5%
COc1ccc(CNC(=O)C(CC(C)C)NS(=O)(=O)c2ccc3c(c2)oc(=O)n3C)cc1 (stereo not drawn) | · | -0.1% | -6.1%
CCOc1ccc(-n2cc(C(=O)NCCOC)c3cc(OC)c(OC)cc3c2=O)cc1 | -8.6% | 3.4% | -15.8%
CCCCn1c(N)c(NCC)c(=O)[nH]c1=O | 11.9% | 0.3% | -11.7%
COc1ccc(COC(=O)c2ccc(Cl)c(S(=O)(=O)N3CCOCC3)c2)cc1F | 3.8% | -13.0% | -8.3%

Compound profiles, as listed above. Values in the order: N370S GC mod, GCN5L2 inh, FEN1 inhibitor
CC(C)(C)NC(=O)c1ccc(COCC(F)(F)F)o1 is entered as 8.4%, ·, -14.2%
CCOc1ccc(-n2cc(C(=O)NCCOC)c3cc(OC)c(OC)cc3c2=O)cc1 is entered as -8.6%, 3.4%, -15.8%
COCCC(=O)N1CCCC(CCC(=O)NCc2ccc(F)c(F)c2)C1 (stereo not drawn) is entered as -18.0%, -5.6%, 15.9%

Additional results.
SMILES | N370S GC mod | GCN5L2 inh | FEN1 inhibitor
Cc1ccc(-n2c(=O)c3c(C)c(C(=O)N(C)C)sc3n(CC(=O)N(C)c3ccccc3)c2=O)cc1C | · | 0.8% | 5.6%
O=C1NCCCC1C(=O)N/N=C/c1cccc([N+](=O)[O-])c1 (stereo not drawn) | 1.9% | -4.1% | 1.7%
CCOC(=O)c1nn(-c2ccc(C)cc2)cc1O | 4.6% | -15.5%[0.501 µM] | -8.2%
CC(C)(C)OC(=O)C[C@@H]1C/C=C\C[C@H](CC(=O)N[C@H](CO)Cc2ccccc2)C(=O)N[C@@H](Cc2ccccc2)COC1=O | · | -2.4% | 11.0%
COc1cc(OC)c(/C=N/NC(=O)c2ccc(Cn3nc([N+](=O)[O-])cc3C)cc2)c(OC)c1 | 1.7% | -7.8% | -0.9%
Cc1ccc(NC(=O)C2CCN(c3nc(C)cc(C)n3)CC2)cc1 | 0.5% | 10.6% | 16.8%
Cc1ccc(-n2c(CSc3nc(C)cc(C)n3)nnc2SCC(=O)N2CCCC2)cc1 | 24.8%[2.35 µM] | -3.3% | 3.3%
Cc1cc2cc(CNC(=O)c3ccc4c(c3)OCO4)ccc2[nH]1 | -5.7% | -1.7% | -15.0%
c1ccc(SCc2cc(-c3ccccc3)no2)cc1 | 6.7% | -9.2% | -10.5%
CCCC/C(O)=C1\C(=O)CC(C)(C)CC1=NCCCCCC(=O)O | -5.2% | 0.6% | 0.6%
CC(=O)Nc1ccc(-c2cc(-c3ccc(NC(C)=O)cc3)nc(-c3ccccc3)n2)cc1 | -8.6% | -24.4% | -2.2%
O=C1c2ccccc2C(Nc2ccc(F)c(Cl)c2)N1c1ccccn1 (stereo not drawn) | -17.1% | -9.2% | -1.3%
Fc1ccc(C(c2nnnn2Cc2cccs2)N2CCN(C3CCCCC3)CC2)cc1 (stereo not drawn) | -9.0% | 2.7% | 6.5%
NC1=C([N+](=O)[O-])C(c2ccccc2)C2=C(CCCC2=O)O1 (stereo not drawn) | -7.5% | -1.3% | -3.0%
O=C(Nc1ccc2c(c1)OCCO2)c1cnccn1 | -5.3% | -4.3% | 1.3%
CC1(C)CC(C2N3CC4(C)CN2CC(C)(C3)C4=O)CCO1 (stereo not drawn) | 7.8% | 1.1% | 10.4%
Oc1ccc(/C=N/n2c(C3CCCCC3)n[nH]c2=S)c(O)c1 | -21.8% | -4.4% | 10.3%
COc1ccc(OC)c(N(C)S(=O)(=O)c2ccc3c(c2)NC(=O)CC(=O)N3)c1 | · | 1.0% | 3.0%
CCOC(=O)c1c(-c2cccs2)csc1NC(C)=O | 3.6% | -6.2% | -16.6%
FC(F)(F)c1cc(-c2ccco2)nc2ncnn12 | 14.1% | -11.7% | -4.8%
CCOc1ccc(NC(=O)c2ncn(-c3ccccc3)n2)cc1 | · | 3.5% | 11.8%
Nc1ncnc(Nc2cccc(Cl)c2Cl)n1 | -0.7% | -0.4% | -0.8%
CCC(C)(C)C1CCC2(CC1)NC(=O)N(CC(=O)N1CCN(C(=O)c3ccco3)CC1)C2=O (stereo not drawn) | · | 2.7% | 0.9%
COc1ccccc1-c1cn(C(C)(C)C)nc1C | 3.8% | -11.8% | -11.0%
NNC(=O)c1oc2nc(-c3ccccc3)cc(-c3ccccc3)c2c1N | -1.7% | -4.0% | -0.9%

Continuation.
SMILES | N370S GC mod | GCN5L2 inh | FEN1 inhibitor
Cc1ncoc1C(=O)Nc1ncc([N+](=O)[O-])s1 | -8.2% | -18.4% | -7.1%
CC(C)c1ccc(/C=N/NC(=O)CN(c2cccc(Cl)c2Cl)S(C)(=O)=O)cc1 | -5.9% | 6.4% | -20.1%
CCc1ccc2[nH]c(=O)c(CN(CCN(CC)CC)C(=O)NC3CCCCC3)cc2c1 | -5.8% | 0.5% | 0.6%
O=C(O/N=C1/CCCc2occc21)c1ccc(F)cc1 | 4.8% | -4.7% | -4.2%
CC(C)(SC(=S)N1CCCCCC1)C(=O)O | 1.5% | -19.4% | 3.1%
Cc1ccc(C)c(CSc2cn(CCNC(=O)c3ccccc3F)c3ccccc23)c1 | · | -5.5% | -17.4%
O=C(Nc1ccccc1)c1ccccc1OCc1ccc(S(=O)(=O)N2CCOCC2)cc1 | 14.4% | -1.6% | -10.1%
COc1ccc(S(=O)(=O)NCC(c2ccc(C)cc2)N2CCN(C)CC2)cc1OC (stereo not drawn) | -15.6% | -8.2% | 2.5%
CC(C)(C)c1ccc(C(=O)NCC(=O)N2CCC3(CC2)NCCc2[nH]cnc23)cc1 | -24.8% | -1.7% | -9.4%
Cc1ccc(S(=O)(=O)N(C)c2ccc(C(=O)Nc3cccc(C)n3)cc2)cc1 | -2.8% | -3.6% | -15.9%
CCN(C(=O)Nc1cn(CC(C)C)c(=O)c2ccccc12)c1cc(C)ccc1C | · | -3.6% | -8.7%

Source: PubChem BioAssay (National Center for Advancing Translational Sciences (NCATS))
